Screening data from PubChem BioAssay.
FBPA coupling cs: counter-screen for Giardia aldolase inhibitors: coupling enzyme system. hit rate 0.67% among 290,000. activity change, negative = inhibition, % at 58.2 µM, hits read low. coupling enzyme system counterscreen, AmpLite Red fluorescence. AID 2472; in the data active = activity change below about -30%; note: % is set by controls: 0 for no effect and ±100 for the full control effect
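Coupling enzymes only (glyceraldehyde-3-phosphate) + compound, at 57.5 uM final, 10 min RT; add substrate/coupling/AmpLite Red mix, 20 min RT; fluorescence ex 525/em 598 nm. Actives flag coupling-system interference.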
PKM2 act: activators of human pyruvate kinase M2; P14618; purified PKM2, Kinase-Glo ATP luminescence, activation; response scale: 0% is enzyme alone, no compound; Potency, µM (top dose mostly 57.5 µM), without a hit: at the highest dose activation, actives largely listed as activators; hit rate 0.34% among 260,000; AID 1631; note: potency is the fitted concentration of half-maximal effect; % is set by controls: 0 for no effect and ±100 for the full control effect; nearly all actives have a fitted effect of over 55% in size
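Purified hPK-M2 (>95%) run at intermediate activity with 0.1 mM ADP and 0.5 mM PEP in 50 mM imidazole pH 7.2, KCl, MgCl2; 1 h room temperature. ATP formed read by Kinase-Glo luminescence; normalized to uninhibited and no-enzyme controls.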
Menin MLL FP TR: displaces Texas Red mutant MLL peptide from human menin | O00255 | Menin + Texas Red MLL mutant peptide, fluorescence polarization | Potency, µM (highest dose often 61.6 µM), for the others: top-dose FP activity change, negative = inhibition, usual class: inhibitors | hit rate 0.23% among 270,000 | AID 1768; active = well fitted inhibition curve with a large enough effect in the polarisation, with a control signal flat, not every such curve was filed as active; inconclusive = small, poorly fitted or top-dose-only effect, or effect the other way, or a change in a side signal; inactive = no such curve, though single readings can be large or run the other way; the % refers to the polarisation; note: potency is the fitted concentration of half-maximal effect; % of control where 0% means no effect; many of its hits are not listed in these tables
USP2a block: USP2a (human) protease inhibition; USP2 core, Ub-CHOP2 coupled fluorogenic reporter, 485/531; hit rate 0.01% among 330,000; Potency, µM (series often up to 38.3 µM), inactives show at the top dose activity change, negative = inhibition, usual class: inhibitors;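 note: potency is the fitted concentration of half-maximal effect; plate controls were DMSO wells for no effect and full inhibition by NEM control for full effect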
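Cell-free coupled assay: 10nM USP2 core preincubated 30min RT with compound in Tris-HCl pH 8.0/CaCl2/CHAPS buffer, then 25nM Ub-CHOP2 and 25nM reporter substrate; fluorescence (Ex 485/Em 531) read after 60min RT, normalized to NEM inhibition, concentration-response curves fitted.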
B2AR arrestin: beta2AR (human) beta-arrestin recruitment activity | beta-arrestin recruitment to beta2AR, cell-based reporter | Potency, µM (series often up to 46.1 µM), without a hit: top-dose activation, hits mostly activators | hit rate 0.02% among 330,000;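 note: potency is the fitted concentration of half-maximal effect; 0% = DMSO controls and full agonism = EC100 isoproterenol or metaproterenol; nearly all actives have a fitted effect of over 65% in size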
Giardia kill: kills Giardia lamblia; Giardia lamblia trophozoite viability; hit rate 0.15% among 340,000; activity change, % at 7.66 µM, hits read low; in the data active = activity change below about -80%; inconclusive = between about -30% and that limit;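 note: parasites exposed to compound for two days anaerobically before the ATP read; % is set by controls: 0 for no effect and ±100 for the full control effect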
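Trophozoite viability was measured as ATP-dependent luminescence, read 15-30 min after reagent addition. Before that, parasites at 100 cells/well were exposed to compounds for 48 h, anaerobically, at 37 deg C.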
CXXC DNA block: inhibitors of human MLL CXXC domain-DNA interaction. Q03164. MLL-CXXC / FITC-HOXA9 DNA fluorescence polarization. Potency, µM (series often up to 115 µM), for the others: at the highest dose activity change, negative = inhibition, hits mostly inhibitors. hit rate 0.037% among 290,000. AID 2662; active = well fitted inhibition curve with a large enough effect in the polarisation, with a control signal flat, not every such curve was filed as active; inconclusive = small, poorly fitted or top-dose-only effect, or effect the other way, or a change in a side signal; inactive = no such curve, though single readings can be large or run the other way; the % refers to the polarisation; note: potency is the fitted concentration of half-maximal effect
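Fluorescence polarization: 7 uM MLL-CXXC (stock) preincubated 5 min with compounds, then 50 nM fluorescein-HOX-A9 DNA (stock) added; 30 min ambient. Buffer 50 mM Tris-HCl pH 7.5, 50 mM NaCl, 1 mM DTT, 0.05% BSA.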
KCNH2 3.1 block: blocks the human KCNH2 3.1 channel isoform; hit rate 0.95% among 340,000; U2OS KCNH2 3.1, thallium flux FluxOr; stronger effect = lower value; activity change, % (tested at about 1.8 µM);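 active = maximum activity change below -70%; inconclusive = maximum activity change from -70% to -50%; inactive = maximum activity change above -50%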;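 note: thallium influx rate constant from kinetic fluorescence after stimulation buffer; % is set by controls: 0 for no effect and ±100 for the full control effect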
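Steps: virus added to U2OS suspension (4 h, RT, dark); medium with 10% FBS added, cells plated, 37 C overnight; FluxOr/Red40 loading buffer 45 min RT; stimulation buffer, 2 min kinetic read; rate constant normalized.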
GALK inhibitor: galactokinase (human) inhibition; P51570; Purified GALK, Kinase-Glo residual ATP luminescence; Potency, µM (doses to about 57.5 µM), for inactives: at the top dose activity change, negative = inhibition, actives largely listed as inhibitors; hit rate 0.007% among 270,000; AID 1868; note: potency is the fitted concentration of half-maximal effect; % is set by controls: 0 for no effect and ±100 for the full control effect
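Luminescence from leftover ATP (Ultra-Glo luciferase/luciferin) served as read-out after a 1 h room-temperature reaction of 5 nM GALK with 35 uM ATP and 100 uM galactose.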
TRPV1 agonist: human TRPV1 agonism; Q8NER1; TRPV1-expressing cells, Fluo-8 calcium influx, agonist mode; activation, % at 8.33 µM; hit rate 0.19% among 320,000; AID 540275; in the data active = activation above about 80%; inconclusive = between about 30% and that limit; note: 0% is about no effect
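Cells expressing TRPV1 were dye-loaded with Fluo-8 and read kinetically: 10 s baseline, 3 min after compound (agonist portion), then 2 min after EC20 capsaicin (allosteric enhancer portion). Calcium-bound dye fluorescence at 480/520 nm.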
hERG WT inh: blocks the wildtype human KCNH2 potassium channel | Q12809 | U2OS, BacMam KCNH2, thallium flux FluxOr; stronger effect = lower value | activity change, % at 1.84 µM | hit rate 0.37% among 340,000;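 active = maximum activity change below -70%; inconclusive = maximum activity change between -70% and -50%; inactive = maximum activity change above -50%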; note: % is set by controls: 0 for no effect and ±100 for the full control effect
Target sequence (Q12809 whole entry, looked up): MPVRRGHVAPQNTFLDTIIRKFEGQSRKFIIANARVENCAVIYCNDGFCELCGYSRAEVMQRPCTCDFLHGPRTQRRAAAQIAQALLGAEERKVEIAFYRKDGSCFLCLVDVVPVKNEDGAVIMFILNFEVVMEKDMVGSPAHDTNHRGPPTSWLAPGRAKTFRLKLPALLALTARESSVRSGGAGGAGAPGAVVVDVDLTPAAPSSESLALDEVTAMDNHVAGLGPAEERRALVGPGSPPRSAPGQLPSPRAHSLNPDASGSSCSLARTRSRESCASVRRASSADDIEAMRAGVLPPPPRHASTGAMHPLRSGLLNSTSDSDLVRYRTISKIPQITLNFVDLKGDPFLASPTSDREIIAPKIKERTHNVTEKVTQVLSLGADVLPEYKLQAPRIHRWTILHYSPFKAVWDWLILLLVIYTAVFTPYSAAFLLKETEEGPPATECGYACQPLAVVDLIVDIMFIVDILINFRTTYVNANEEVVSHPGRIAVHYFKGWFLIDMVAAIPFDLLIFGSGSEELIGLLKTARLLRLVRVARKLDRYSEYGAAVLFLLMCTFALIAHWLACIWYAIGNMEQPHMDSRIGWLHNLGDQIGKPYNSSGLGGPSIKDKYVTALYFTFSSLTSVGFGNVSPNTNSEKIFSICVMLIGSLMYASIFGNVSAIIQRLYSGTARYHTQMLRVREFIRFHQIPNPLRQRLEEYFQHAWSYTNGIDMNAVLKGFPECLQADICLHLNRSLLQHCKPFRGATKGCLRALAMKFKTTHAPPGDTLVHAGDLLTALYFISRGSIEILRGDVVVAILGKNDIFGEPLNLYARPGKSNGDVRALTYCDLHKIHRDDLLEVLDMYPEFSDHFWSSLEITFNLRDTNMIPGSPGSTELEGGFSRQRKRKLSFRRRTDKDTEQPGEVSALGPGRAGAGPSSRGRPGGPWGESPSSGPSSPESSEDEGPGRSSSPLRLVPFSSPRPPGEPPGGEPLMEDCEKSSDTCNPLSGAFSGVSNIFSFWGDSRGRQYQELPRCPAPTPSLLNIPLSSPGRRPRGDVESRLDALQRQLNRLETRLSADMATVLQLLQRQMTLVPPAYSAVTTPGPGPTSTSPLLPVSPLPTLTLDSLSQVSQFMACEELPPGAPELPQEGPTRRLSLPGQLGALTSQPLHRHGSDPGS
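U2OS cells transduced with wild-type KCNH2 virus are loaded with FluxOr dye for 45 min, and thallium flux is measured in kinetic reads before and after stimulation buffer. Rate constants are normalized to DMSO controls.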
Starred values were filed as active, the others as inactive; ? = inconclusive; · = not tested or not shown; [ ] = remark or other dose. Unless noted, calls come from the whole dose curve; as a rule, active = well fitted curve in the direction sought with a large enough effect; inconclusive = small, poorly fitted or top-dose-only effect, or another doubt; inactive = no such curve, though single readings can be large; an effect the other way counts as inactive or inconclusive. An excerpt; rates above refer to the full screens.

Every second line gives: FBPA coupling cs	PKM2 act	Menin MLL FP TR	USP2a block	B2AR arrestin	Giardia kill	CXXC DNA block	KCNH2 3.1 block	GALK inhibitor	TRPV1 agonist	hERG WT inh
C/C(CCc1oc2ccc(Cl)cc2c1-c1ccc(C)o1)=N\O
    -4	-6%	21%	-6%	2.8%	8	-2%	-9	-2%	?	1
COCCCNC(=O)c1ccc(Cn2c(=O)c3ccccc3n(Cc3ccccc3C)c2=O)cc1
    8	-2%	-14%	3%	0.1%	-8	-1%	13	-3%	15	8
COc1ccc(-c2oc3ncnc(N)c3c2-c2ccccc2)cc1
    1	4%	27%	0%	-0.2%	-8	12%	3	-1%	21	-8
O=C(CCCN1C(=O)c2ccccc2C1=O)Nc1ccccc1
    4	-2%	·	-4%	-0.6%	-7	11%	1	3%	6	5
COCc1ccc(CN2CCC(n3nccc3NC(=O)CCOc3ccccc3)CC2)o1
    4	0%	-8%	2%	0.3%	-7	-5%	7	1%	0	-16
O=C(COC(=O)Cn1cnc2ccccc21)Nc1ccc2c(c1)OCCO2
    0	-1%	18%	1%	0.3%	-2	-2%	4	3%	2	-12
CN(CC(=O)Nc1ccc(F)cc1)C(=O)c1ccc2ccccc2n1
    ·	·	·	2%	0.1%	-1	·	15	·	5	-2
CCn1c(CNC(=O)c2ccc(OC)c(OC)c2)nnc1SCC(=O)c1ccc(OC)cc1
    1	7%	-11%	-1%	-0.7%	-18	3%	-6	-2%	-2	-2
CCOC(=O)Cn1c(C)cc(COC)c(C#N)c1=O
    2	-2%	2%	-1%	-0.6%	-18	4%	-1	10%	1	-13
O=C(Cn1ccc([N+](=O)[O-])n1)N1CCCc2ccccc21
    3	2%	1%	0%	-1.7%	-1	18%	-3	1%	5	-19
CCCC1CCC(=NNS(=O)(=O)c2ccc(C)c([N+](=O)[O-])c2)CC1 (stereo unspecified)
    -2	0%	-4%	4%	-0.8%	1	11%	16	-1%	4	-4
Cc1sc(-n2c(C)ccc2C)c(C#N)c1C
    -4	-2%	-1%	3%	-0.2%	-15	-5%	-5	4%	-1	5
CN1C(=O)C(CC(=O)NCC2CCCCC2)SC1=Nc1ccccc1 (stereo unspecified)
    5	-16%	-18%	-4%	-0.5%	-11	-8%	-33	5%	-4	1
COC(=O)c1cc(OC)c(OC)cc1NC(=O)CCNC(=O)c1ccco1
    2	·	-25%	2%	0.2%	7	-9%	-21	-3%	-6	0
C/C(=N\NC(=O)c1cccc(N/N=C(\C)c2ccc([N+](=O)[O-])cc2)c1)c1ccc([N+](=O)[O-])cc1
    0	-1%	·	10%	0.3%	-3	17%	7	-3%	1	0

2 entries from above, reformatted:
SMILES | FBPA coupling cs | PKM2 act | Menin MLL FP TR | USP2a block | B2AR arrestin | Giardia kill | CXXC DNA block | KCNH2 3.1 block | GALK inhibitor | TRPV1 agonist | hERG WT inh
C/C(CCc1oc2ccc(Cl)cc2c1-c1ccc(C)o1)=N\O | -4 | -6% | 21% | -6% | 2.8% | 8 | -2% | -9 | -2% | ? | 1
CCOC(=O)Cn1c(C)cc(COC)c(C#N)c1=O | 2 | -2% | 2% | -1% | -0.6% | -18 | 4% | -1 | 10% | 1 | -13

Next part.
Every second line gives: FBPA coupling cs	PKM2 act	Menin MLL FP TR	USP2a block	B2AR arrestin	Giardia kill	CXXC DNA block	KCNH2 3.1 block	GALK inhibitor	TRPV1 agonist	hERG WT inh
CCCCn1c(N)c(N(CCC(C)C)C(=O)COC(=O)c2ccc([N+](=O)[O-])s2)c(=O)[nH]c1=O
    ·	·	·	0%	2.8%	8	·	0	·	·	21
Cc1ccc(S(=O)(=O)N(C)CC(=O)N2CCOCC2)cc1
    -4	2%	-14%	2%	-0.4%	15	5%	12	2%	2	6
Cc1cc(C)nc(NCC(O)CNc2ccccc2C)n1 (stereo unspecified)
    -4	2%	-6%	1%	0.1%	20	7%	-3	-2%	-2	-9
CCN(CCn1cccn1)Cc1nc(-c2ccc(OC)cc2)no1
    0	-1%	13%	-2%	0.4%	15	31%[activator]	16	1%	1	-12
Nc1nnc(CC(=O)N/N=C/c2cccc([N+](=O)[O-])c2)s1
    3	?	-13%	-1%	0.1%	-10	20%	12	-1%	-1	4
COc1ccccc1C(=O)NCC(=O)OCC(=O)Nc1ccc2[nH]c(=O)[nH]c2c1
    ·	·	·	-1%	0.1%	10	·	-2	·	0	-10
Nc1nn(-c2ccccc2)c(N)c1N=Nc1cccc(F)c1
    0	-3%	·	-1%	0.7%	-27	1%	2	12%	?	2
Cc1cc(-n2c(C)cc(C(=O)COc3ccc([N+](=O)[O-])cc3)c2C)no1
    -16	-1%	7%	1%	0.1%	-18	14%	-14	7%	14	3
Cc1cc(C)c(S(=O)(=O)c2ccccc2)c(Cl)n1
    -4	0%	0%	-1%	0.0%	-1	3%	-14	2%	5	7
Cc1ccccc1NC(=S)N1CCN(Cc2ccc3c(c2)OCO3)CC1
    4	2%	-6%	-1%	-0.4%	13	14%	9	0%	-5	-2
COc1ccccc1NC(=O)C1=C(C)Nc2ncnn2C1c1ccc(C)o1 (stereo unspecified)
    5	12%	-9%	4%	0.4%	4	-1%	0	0%	-6	1
N#C/C(=C(/O)Cc1ccccc1)P(=O)(c1ccccc1)c1ccccc1
    2	-3%	·	1%	-0.3%	-10	0%	3	-4%	2	2
O=C(N/N=C/c1ccncc1)c1cccc(N/N=C/c2ccncc2)c1
    -2	-8%	26%	2%	0.4%	-7	15%	-22	12%	-1	0
CN(C)c1cc[n+](CC(=O)Nc2ccc([N+](=O)[O-])cc2Cl)cc1
    2	2%	·	1%	-0.7%	5	0%	-20	-1%	·	-10
Cc1ccc(SC2=C(C(=O)O)CCCC2)cc1
    11	0%	-16%	2%	-0.5%	3	7%	-5	15%	4	-4
CCOc1ccc2[nH]c(=O)c(CN(Cc3ccccc3)C(=O)N3CCCC3)cc2c1
    4	2%	3%	0%	-0.1%	2	8%	3	1%	13	6
CC(C)=CCN1CCN(Cc2c(C)nn(C)c2Cl)CC1CCO (stereo unspecified)
    0	0%	2%	0%	0.0%	1	1%	·	1%	0	15
Cc1ccc(-n2c(C)nnc2SCC(=O)NNC(=O)c2ccco2)cc1
    1	-8%	20%	0%	0.4%	1	?	2	1%	1	-1
Cc1ccccc1OCCOC(=O)c1cc(S(=O)(=O)N2CCCCC2)ccc1N1CCOCC1
    ·	·	·	-5%	3.2%	12	·	-20	·	15	-15
C=CCC1(O)C(=O)N2C(=C1C(=O)N1CCOCC1)c1ccccc1CC2(C)C (stereo unspecified)
    -1	0%	12%	-1%	-0.1%	4	7%	9	-1%	5	-6
CCOC1(OCC)N=C(N)C2(C#N)C(c3cccc(OC)c3OC)C12C#N (stereo unspecified)
    -3	4%	-4%	0%	0.4%	-12	?	-12	3%	0	-5
COc1ccc(NC(=O)CSc2ccc(-c3sc(C)nc3C)nn2)cc1
    ·	-2%	·	2%	-0.1%	7	6%	·	-1%	3	17
Cc1cccc(-n2ncc3c(NC(C)C)ncnc32)c1
    0	0%	8%	0%	0.2%	-1	13%	21	0%	15	1
Cc1ccc2c(Cl)cc(Cl)c(OCC(=O)N3CCOCC3)c2n1
    ·	·	·	1%	-2.2%	-1	·	-1	·	20	3
Cc1cc(C(=O)NCc2nc(-c3ccccc3)no2)ccc1[N+](=O)[O-]
    0	9%	26%	-1%	0.0%	7	4%	-5	3%	20	9
CCN(CC)S(=O)(=O)c1cccc(C(=O)NCC(=O)OCC(=O)NCc2ccccc2)c1
    3	-1%	-1%	-1%	-0.7%	4	-3%	9	5%	19	10
CCCNC(=S)NC1CC2CCCC(C1)N2CC(C)C (stereo unspecified)
    -3	-12%	-6%	0%	0.0%	-18	4%	-11	0%	-6	6
NC(=O)c1c(N)sc2c1CCCCC2
    -5	1%	-16%	5%	0.2%	-5	3%	5	0%	2	9
Cc1ccc(SCCc2ccc(C)nc2)cc1
    0	-3%	-21%	6%	-0.4%	6	6%	-6	-3%	6	-9
COCCC1CCCCN1C(=O)c1ccc(OC2CCN(C(C)=O)CC2)c(OC)c1 (stereo unspecified)
    ·	·	·	3%	0.1%	10	-2%	12	1%	2	0
CCOc1ccc(NC(=O)CCNc2c(N3CCCC3)c(=O)c2=O)cc1
    2	12%	-12%	-1%	-0.1%	-4	1%	-2	0%	6	-1
O=C(Nn1c(-c2ccncc2)nc2ccccc2c1=O)c1ccc([N+](=O)[O-])cc1Cl
    5	-2%	-1%	19%	0.2%	15	5%	24	-2%	3	6
Cc1nc2ccccc2nc1OCc1ccc([N+](=O)[O-])cc1
    0	3%	-7%	0%	-0.3%	2	6%	4	9%	20	-7
